Screens deposited in PubChem by National Center for Advancing Translational Sciences (NCATS).
LDHA block: blocks human lactate dehydrogenase A | activity change, % (values are at about 110 or 230 µM) | AID 1347041 | P00338 | purified LDHA, NADH/diaphorase-resazurin fluorescence; active compounds read low | 480,000 tested, 0.15% active; in the data active = activity change below about -30%; inconclusive = mostly about -25% to -30%;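 note: plate controls were DMSO wells for no effect and wells without enzyme for full effect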
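Remaining NADH was detected by diaphorase (0.133 mg/mL) converting 37 µM resazurin to fluorescent resorufin, read at 0 and 20 minutes. The preceding 5-minute room-temperature reaction used 2 nM LDHA, 0.2 mM sodium pyruvate and 0.06 mM NADH at pH 7.4.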
D1 antagonist: antagonists of human D1 dopamine receptor. P21728. HEK293 TREx D1 cells, calcium flux, dopamine EC80; active compounds read low. activity change, negative = inhibition, % at 10 µM. 360,000 tested, 3.2% active; in the data active = activity change below about -30%; note: % is set by controls: 0 for no effect and ±100 for the full control effect
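Allosteric or orthosteric antagonism assessed as attenuation of the calcium response to EC80 dopamine, added 180 s after compound, in induced HEK293 Trex D1 cells loaded with no-wash calcium dye.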
D2 PAM: D2 dopamine receptor (human) potentiation; P14416; HEK293 T-REx D2, calcium flux, EC20 dopamine potentiation; potentiation, % at 10 µM; 340,000 tested, 0.34% active;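 active = potentiation over 3 SD above the plate norm, cut at about 30% in these data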; note: 0% is about no effect
Target sequence (P14416 whole entry, looked up): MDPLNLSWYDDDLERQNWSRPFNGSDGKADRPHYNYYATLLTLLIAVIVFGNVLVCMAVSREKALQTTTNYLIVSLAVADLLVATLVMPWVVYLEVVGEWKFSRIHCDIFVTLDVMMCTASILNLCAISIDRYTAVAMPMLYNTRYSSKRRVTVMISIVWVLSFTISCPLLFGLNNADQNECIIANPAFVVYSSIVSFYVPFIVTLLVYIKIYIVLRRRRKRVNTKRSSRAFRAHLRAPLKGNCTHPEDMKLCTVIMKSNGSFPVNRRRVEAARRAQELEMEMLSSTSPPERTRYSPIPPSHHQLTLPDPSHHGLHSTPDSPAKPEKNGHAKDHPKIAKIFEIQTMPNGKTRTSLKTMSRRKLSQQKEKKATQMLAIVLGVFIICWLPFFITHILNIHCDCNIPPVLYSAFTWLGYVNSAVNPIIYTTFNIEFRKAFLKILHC
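Calcium flux readout, no-wash dye, 1 read/s. Inducible HEK293 Trex D2 line, overnight 30 C. Compound alone 180 s (agonist flags), then EC20 dopamine, another 180 s to score potentiation.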
Vif-A3G inh: Vif-A3G binding inhibition. 410,000 tested, 0.076% active. Potency, µM (titrated, usually from 46.1 µM), for inactives: top-dose activity, negative = active, usual class: inhibitors. HeLa A3G-eYFP + Vif (tagged APOBEC3G with the HIV-1 protein that degrades it), YFP fluorescence, overnight;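 note: potency is the fitted concentration of half-maximal effect; % is set by controls: 0 for no effect and ±100 for the full control effect; nearly all actives have a fitted effect of over 60% in size; hits raise eYFP signal because A3G escapes Vif-driven loss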
Target sequence (Q9HC16 whole entry, looked up): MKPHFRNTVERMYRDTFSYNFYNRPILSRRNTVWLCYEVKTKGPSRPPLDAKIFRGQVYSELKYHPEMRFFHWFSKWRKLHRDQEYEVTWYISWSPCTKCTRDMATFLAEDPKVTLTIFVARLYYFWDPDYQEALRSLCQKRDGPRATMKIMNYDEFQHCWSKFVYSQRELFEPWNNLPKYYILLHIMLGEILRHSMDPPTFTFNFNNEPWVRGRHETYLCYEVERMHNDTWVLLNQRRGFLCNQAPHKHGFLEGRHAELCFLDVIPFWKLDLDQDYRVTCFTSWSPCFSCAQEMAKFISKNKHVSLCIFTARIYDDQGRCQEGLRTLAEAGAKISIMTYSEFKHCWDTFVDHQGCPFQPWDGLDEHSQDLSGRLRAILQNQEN
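HeLa cells stably expressing Vif and C-terminally eYFP-tagged A3G, seeded overnight at 37 deg C, then exposed to compound by pintool overnight at 37 deg C. Rise in yellow fluorescence (Ex 488/Em 500-530, Acumen) marks blocked Vif-driven A3G degradation.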
Vif-A3F inh: blocks the Vif interaction with APOBEC3F | HeLa A3F-eYFP + Vif (tagged APOBEC3F with the HIV-1 protein that degrades it), YFP fluorescence increase | Potency, µM (doses to about 46.1 µM), without a hit: top-dose activity, negative = active | 390,000 tested, 0.2% active; note: potency is the fitted concentration of half-maximal effect; % of control where 0% means no effect; nearly all actives have a fitted effect of over 65% in size
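HeLa cells stably expressing A3F-eYFP plus Vif, plated and incubated overnight at 37 deg C, then exposed to compounds overnight at 37 deg C. Blocked degradation read as raised yellow fluorescence (Ex 488/Em 500-530).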
D1 agonist: activates the human D1 dopamine receptor. P21728. HEK293 T-REx D1 cells, calcium flux, agonist mode. activation, % at 2 µM. 360,000 tested, 1% active. AID 504660; in the data active = activation above about 30%; note: 0% is about no effect
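Tetracycline-induced HEK293 TREx D1 cells, force-coupled to calcium signalling, were dye-loaded with a no-wash calcium kit. Compound was pin-added after a 10 s baseline. Fluorescence was read kinetically at 1 cycle/s for 180 s, with calcium rises flagged as agonism.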
D1 PAM: enhances dopamine response at the human D1 receptor; HEK293 TREx D1 cells, calcium flux, dopamine EC20 potentiation; potentiation, % at 10 µM; 360,000 tested, 0.036% active; AID 504651; in the data active = potentiation above about 30%; note: 0% is about no effect
Glioma ERSR ind: induces the endoplasmic reticulum stress response in human glioma cells. 420,000 tested, 0.02% active. U87-MG GRP78 promoter luciferase reporter, 16 h. AID 602332. Potency, µM, without a hit: at the top dose activation, actives largely listed as activators; note: potency is the fitted concentration of half-maximal effect; series mostly up to about 76 µM; % of control where 0% means no effect; nearly all actives have a fitted effect of over 35% in size
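Stably transfected U87-MG human glioma cells carrying a GRP78-based luminescent sensor were seeded at 1000 cells/well, pin-dosed with compounds and incubated 16 h. Luciferase reagent was then added, and end-point luminescence was read after 10 min at room temperature.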
RXFP1 ag: RXFP1 (human) receptor agonism; 370,000 tested, 0.3% active; Q9HBX9; Potency, µM (series often up to 57.5 µM), for inactives: at the top dose activation, most hits filed as activators; HEK293T-RXFP1 cAMP TR-FRET, 30 min; response scale: percent of porcine relaxin response, buffer zero; note: potency is the fitted concentration of half-maximal effect; % is set by controls: 0 for no effect and ±100 for the full control effect; nearly all actives have a fitted effect of over 60% in size; many of its hits are not listed in these tables
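cAMP rise read by TR-FRET after 30 min, 37C compound exposure (up to 58 uM) in RXFP1-transfected HEK293 cells with Ro 20174 present. EC50 from Hill-equation fits, with 29 nM porcine relaxin as 100% and buffer as basal.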
Starred values were filed as active, the others as inactive; ? = inconclusive; . = no result given; & = joins results of further samples. Unless noted, calls come from the whole dose curve; as a rule, active = well fitted curve in the direction sought with a large enough effect; inconclusive = small, poorly fitted or top-dose-only effect, or another doubt; inactive = no such curve, though single readings can be large; an effect the other way counts as inactive or inconclusive. This is a subset (hit frequency here may not be typical).

canonical_smiles	LDHA block	D1 antagonist	D2 PAM	Vif-A3G inh	Vif-A3F inh	D1 agonist	D1 PAM	Glioma ERSR ind	RXFP1 ag
COc1cccc(CN(C)S(=O)(=O)c2ccc3c(c2)OCCO3)c1	-4	-7	-10	1%	-6%	2	-6	2%	-0.7%
COCCn1c(-c2ccccc2Cl)nc2c(c(=O)c3ccccc3n2C)c1=O	-5	3	.	0%	2%	3	-4	-4%	3.2%
Cc1ccc(CNC(=O)CN2C(=O)NC3(CC(C)CC(C)(C)C3)C2=O)cc1 (stereo not given)	-1	-10	10	-6%	-3%	2	-10	-4%	1.0%
O=S(=O)(c1cccc2ccccc12)N1CCC2CC1c1cc(Cl)ccc12 (stereo not given)	2	.	.	-2%	-8%	.	.	-2%	.
NS(=O)(=O)c1cccc(NC(=S)NC(=O)c2cccc([N+](=O)[O-])c2)c1	-15	-17	-9	5%	2%	3	-5	19%	-0.2%
CCCNC(=O)c1cccc(Cn2cc(Br)c([N+](=O)[O-])n2)c1	-2	-23	0	0%	0%	5	-4	-6%	1.6%
CC(C)[C@H](NC(=O)c1ccco1)C(=O)Nc1ccc(OC(F)F)cc1	3	-23	4	-7%	10%	2	-5	-2%	4.7%
Cc1ccc(NS(=O)(=O)c2ccc(C)c(NC(=O)c3ccc(S(=O)(=O)N4CCCCCC4)cc3)c2)c(C)c1	-5	.	.	-1%	1%	.	.	4%	.
O=C(CCN1C(=O)c2ccccc2S1(=O)=O)NCc1ccccc1Cl	-2	-20	3	0%	5%	4	-2	-2%	0.0%
O=C(CN1C(=O)CC(c2ccccc2)Sc2ccccc21)Nc1cccc(Cl)c1 (stereo not given)	-10	27	8	-1%	2%	2	-2	-1%	-1.2%
O=C(Nc1ccccc1N1CCCCC1)C1CC(=O)N(c2ccccc2F)C1 (stereo not given)	-4	9	-1	-7%	1%	1	-6	1%	-2.0%
COc1ccc(NC(=O)COc2ccc3c(c2)CCC3)cc1S(N)(=O)=O	-11	.	.	-7%	-2%	.	.	-5%	.
CCCc1ccc(C(=O)COC(=O)CN2C(=O)NC3(CCCCC3C)C2=O)cc1 (stereo not given)	1	-17	12	0%	4%	6	-3	2%	-1.2%
Cc1ccc2c(CC(=O)NNC(=O)c3ccccc3)coc2c1	-5	-24	0	1%	-2%	0	-4	2%	0.2%
NC(=O)c1c(NC(=O)c2cc3ccccc3o2)sc2c1CCC2	-3	0	-5	?	?	1	-2	-8%	14%
O=C(Cc1ccccc1)NC1CC(=O)N(c2ccccc2)C1 (stereo not given)	-16	.	-10	4%	3%	1	-2	0%	0.1%
COC(=O)c1ccc(OC)c(-c2c(OC)cc(OC)cc2OC)c1	-1	-13	7	0%	-19%	3	-1	0%	-2.0%
COc1ccc(-c2nc3n(c(=O)c2C#N)CCCS3)cc1	-3	-1	-2	-8%	-9%	1	-8	10%	10%
CC1Nc2ccc(C(=O)NC3CCCCC3)cc2NC1=O (stereo not given)	-2	7	-9	-3%	3%	2	-1	-1%	3.8%
O=C(N/N=C/c1c(O)ccc2ccccc12)c1ccc[n+](CCO)c1	19	42	-6	0%	1%	2	3	-5%	-8.0%
CCN1C(=O)c2ccc(C(=O)NCc3ccccc3)cc2C1=O	8	-1	20	4%	-1%	3	-4	-1%	0.7%
Nc1cccc(C(=O)Nc2ccc(N)cc2Cl)c1	2	2	-10	2%	0%	2	-3	-1%	0.1%
COc1ccc2[nH]c3c(=O)n(CCCCC(=O)NCCC(C)C)c(=S)[nH]c3c2c1	-2	16	-5	0%	1%	1	-9	-4%	0.2%
Nc1cc(=O)[nH]c(SC/C=C/c2ccccc2)n1	-7	.	.	-1%	-2%	.	.	4%	0.3%
O=C(OCC(=O)N1CCN(c2ccccc2)CC1)c1ccc([N+](=O)[O-])s1	4	.	.	1%	-3%	.	.	1%	.
COCCn1nnnc1C(c1ccc(OC)cc1)N1CCN(C(=O)c2ccco2)CC1 (stereo not given)	-2	1	5	3%	2%	3	-5	-4%	4.8%
Nc1cc(S(=O)(=O)N2CCCCC2)ccc1N1CCCCC1	6	-21	-2	0%	-22%	8	-6	1%	0.8%
O=C(c1cccc(F)c1)N1CCN(Cc2cccc(Br)c2)CC1	-18	-7	2	0%	0%	5	-1	-1%	1.0%
Cc1ccc2oc(C(=O)Nc3ccc(S(=O)(=O)Nc4onc(C)c4C)cc3)cc(=O)c2c1	-18&0&-7	3&-20	9&2	-2%&4%	2%&1%	0&3	-8&0	-6%&0%	15%&11%
C/C(CCc1ccco1)=N/NC(=O)CCC(=O)Nc1ccc(Br)cc1	-1	-9	-2	-11%	1%	0	-4	-2%	1.8%

As a short view, some entries already given:
canonical_smiles	LDHA block	D1 antagonist	D2 PAM	Vif-A3G inh	Vif-A3F inh	D1 agonist	D1 PAM	Glioma ERSR ind	RXFP1 ag
O=C(N/N=C/c1c(O)ccc2ccccc12)c1ccc[n+](CCO)c1	19	42	-6	0%	1%	2	3	-5%	-8.0%
CCN1C(=O)c2ccc(C(=O)NCc3ccccc3)cc2C1=O	8	-1	20	4%	-1%	3	-4	-1%	0.7%

Carrying on.
canonical_smiles	LDHA block	D1 antagonist	D2 PAM	Vif-A3G inh	Vif-A3F inh	D1 agonist	D1 PAM	Glioma ERSR ind	RXFP1 ag
CCOc1cc(Br)cc(C2NC(=O)c3c(sc4c3CCN(C)C4)N2)c1O (stereo not given)	26	-2	-9	2%	-10%	3	-1	-3%	-0.9%
S=C(c1ccc(Br)cc1)N1CCCC1	-7	-1	10	3%	3%	0	5	-3%	2.4%
OCCC1CN(Cc2ccccc2-c2ccco2)CCN1C1CCCC1 (stereo not given)	-4	8	-21	0%	1%	4	4	-4%	-1.7%
CC(NC(=O)CN(c1ccc(Cl)cc1Cl)S(=O)(=O)c1ccccc1)c1ccccc1 (stereo not given)	-6	-6	2	-1%	3%	0	-4	-2%	0.0%
OCCNCc1cc(Br)ccc1OCc1ccc(Cl)cc1Cl	-6	1	-1	-14%	-3%	38*	-4	-15%	1.9%
Clc1ccc(-c2cnc3n2CCCCC3)cc1	-5	-4	10	8%	3%	9	-4	1%	0.2%
CS(=O)(=O)N1CCN(c2cccc(Cl)n2)CC1	-19	-4	-7	1%	-1%	1	1	-1%	0.8%
C=CCn1cc(C(=O)OC)c(=O)c2cc(S(=O)(=O)N3CCC(C)CC3)ccc21	-6	1	5	1%	-1%	5	0	-4%	1.5%
CC(=O)Nc1nnc(-c2c(-c3ccccc3Cl)noc2C)o1	0	-16	.	-1%	5%	3	-6	-1%	5.0%
COc1ccc(-n2c3c(cc(C(=O)N4CCN(CCO)CC4)c2=O)C(=O)CC(C)(C)C3)cc1	1	-2	-13	2%	-1%	1	-6	-3%	3.4%
Cc1ccc(-c2onc3ccc(C4OCCO4)cc23)cc1	0	2	9	1%	-3%	2	-6	5%	-1.6%
CCN1CCN(CC(=O)NC2CCCC2)C(=O)C1=O	-1	14	-11	-3%	0%	9	.	-1%	0.5%
Cc1ccc(-c2cn3c(n2)SCC3)cc1	-7	27	-1	3%	-2%	-2	-3	-6%	-0.1%
CCOC(=O)c1ccc(NC(=O)C(CC)Sc2nc3ccncc3[nH]2)cc1 (stereo not given)	2	25	.	-4%	5%	53*	-1	0%	-1.8%
O=C(NCc1ccccc1)/C(=C/c1ccc(OC(F)F)cc1)c1ccccc1	-3	-6	-11	-1%	5%	20	-2	-6%	0.4%
COc1ccc(Cl)cc1Nc1nc(-c2sc(NC(=O)C(C)(C)C)nc2C)cs1	0	-2	-7	3%	-1%	1	-6	-4%	0.1%
CC(C)(C)c1cnnn1-c1ccc(NC(=O)c2ccc3c(c2)OCO3)cc1	-2	-19	2	2%	-2%	10	-3	1%	-1.0%
COc1ccccc1CNC(=O)CCCc1ccccc1	-10	-3	-19	-2%	-24%	0	-1	12%	2.8%
CCn1c(C)nc2cc(S(=O)(=O)C(F)F)ccc21	-7	-1	8	1%	-3%	3	-2	2%	1.3%
CC(C)(C)C(=O)Cn1ncc(N2CCOCC2)c(Br)c1=O	-9	.	-5	5%	-5%	1	-8	-1%	1.2%
CCc1ccc(S(=O)(=O)c2cn(C)c3cc(OC)c(OC)cc3c2=O)cc1	-5&-3	-5&23	4	-1%&1%	-4%&-20%	1&2	0&-2	1%&-2%	-3.6%&-1.7%
CCOc1ccc(-c2ccc(SCC)nn2)cc1	-6	3	2	-3%	6%	-1	3	-11%	6.5%
CN(C)c1ccc(S(=O)(=O)N(C)C)cc1[N+](=O)[O-]	1	5	1	1%	7%	4	-5	1%	2.3%
O=C(NCc1ccc2c(c1)OCO2)C1CC(c2cccc(Br)c2)=NO1 (stereo not given)	-9	-17	.	2%	-2%	7	9	-4%	-2.3%
COc1cc(CN(C(=O)c2cccs2)C2CCS(=O)(=O)C2)cc(OC)c1OC (stereo not given)	0	-1	-2	2%	-7%	-1	1	-6%	0.9%
O=C(COC(=O)c1ccc(Cl)nc1)NCCc1ccccc1	-8	.	.	1%	4%	.	.	-1%	.
O=C(CN1C(=O)S/C(=C\c2ccc(O)c([N+](=O)[O-])c2)C1=O)Nc1ccc(N2CCOCC2)cc1	0	-11	4	0%	1%	7	-4	-4%	-3.6%
Cc1ccc(S(=O)(=O)c2nnn3c2nc(N2CCCCC2)c2ccccc23)cc1	2	-6	-10	-3%	5%	4	-4	-2%	3.9%
Cc1ccc(C(=O)N2CCN(c3ccc(NC(=S)NC(=O)c4cccs4)cc3)CC2)cc1	-9	-6	-8	1%	1%	1	-1	-3%	0.7%
CCN(CC)S(=O)(=O)C1CCS(=O)(=O)C1 (stereo not given)	-1	-8	-4	1%	-7%	2	-4	-8%	-0.2%
CC(NC1CCCC1)c1ccccc1 (stereo not given)	0	-8	5	5%	14%	6	-1	-2%	0.6%
